Screening data as filed in PubChem BioAssay.
AddAB inh: growth inhibition of E. coli expressing H. pylori AddAB, primary screen, AddAB inhibitor project, absorbance; actives 0.29% (n = 330,000); inhibition, % at 11.9 µM; in the data active = inhibition above about 12%;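 note: 0% = vehicle wells of infected cells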
CAL PDZ FP-1: CAL PDZ peptide-binding inhibitors, primary screen, biochemical, fluorescence polarization, Cer-tagged CAL PDZ, HTS; Golgi-associated PDZ and coiled-coil motif-containing protein (Homo sapiens), Q9HD26; purified CAL PDZ, TMR-peptide fluorescence polarization, 1 h; inhibition, % at 20 µM; actives 0.02% (n = 330,000); AID 504414, 2011;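 active = highest replicate inhibition of at least 40%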;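 note: plate controls were DMSO neutral control wells for no effect and unlabeled competitor peptide control wells for full effect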
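Test system: purified CerCALP PDZ construct; Compound dosing: one concentration, 20 µM compound; Also added: TMR-labelled reporter peptide T*-PRC34 bound in PDZ groove; Read-out: inhibition from polarization loss; Controls: unlabelled peptide and DMSO controls; Signal: FP readout, S and P plane fluorescence; Incubation: 1 h at RT.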
SR-BI DiI inh: inhibitors of SR-BI mediated HDL lipid uptake, primary screen, ldlA[mSR-BI] cells, fluorescence, single point. Scavenger receptor class B member 1 (Mus musculus), Q61009. ldlA[mSR-BI] CHO cells, DiI-HDL uptake fluorescence, 3 h. inhibition, % at 12.5 µM. actives 0.96% (n = 320,000). AID 488896, 2010;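 active = mean replicate inhibition of at least 70% and a set share of replicates each scoring 70 or more; inconclusive = meets just one of the two criteria; inactive = fails both criteria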;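 note: 0% = median of neutral control wells and 100% = median of positive control wells; values of inactives mirror those of a sister screen read the other way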
Target sequence (Q61009 whole entry, looked up): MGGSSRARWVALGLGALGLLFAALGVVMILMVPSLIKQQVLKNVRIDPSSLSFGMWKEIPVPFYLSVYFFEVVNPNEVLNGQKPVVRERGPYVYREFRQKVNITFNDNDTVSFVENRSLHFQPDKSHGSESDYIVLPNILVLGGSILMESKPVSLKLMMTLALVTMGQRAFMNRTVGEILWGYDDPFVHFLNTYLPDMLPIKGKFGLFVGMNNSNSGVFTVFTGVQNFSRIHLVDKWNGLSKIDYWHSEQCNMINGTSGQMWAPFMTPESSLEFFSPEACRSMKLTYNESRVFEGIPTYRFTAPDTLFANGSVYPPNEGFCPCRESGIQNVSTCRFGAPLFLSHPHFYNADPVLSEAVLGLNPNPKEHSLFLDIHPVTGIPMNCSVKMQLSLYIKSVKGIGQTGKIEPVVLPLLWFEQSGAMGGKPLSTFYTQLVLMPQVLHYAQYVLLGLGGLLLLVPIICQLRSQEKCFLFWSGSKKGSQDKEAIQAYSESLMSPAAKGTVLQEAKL
Tat transport: E. coli Tat export inhibitors, primary screen, MC4100, TorA-mCherry reporter, fluorescence, single point | inhibition, % at 10 µM | actives 0.036% (n = 340,000) | AID 488895, 2010;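 active = mean replicate inhibition at least 50% and at least half of replicates individually reaching 50%; inconclusive = only one of the two criteria met; inactive = neither criterion met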;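 note: exported cargo escapes ClpAP degradation while cytoplasmic cargo is degraded and loses fluorescence; 0% = median of neutral control wells and 100% = median of NaSCN control wells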
MITF TRPM1 HTS: activators of MITF-driven TRPM1 promoter reporter, primary screen, cell-based, SK-MEL-5, luciferase, single point. SK-MEL-5 TRPM1-promoter luciferase, 24 h; % of positive control, neutral wells = 0. activation, % at 12.5 µM. actives 0.75% (n = 300,000). AID 588334, 2011;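 active = mean activation of at least 80% with every replicate also reaching 80%; inconclusive = mean reaches 80% but some replicate falls short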;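 note: 0% = neutral control wells and 100% = parthenolide positive control wells; values of inactives mirror those of a sister screen read the other way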
SR-BI uptake up: activators of SR-BI mediated DiI-HDL uptake, primary screen, ldlA[mSR-BI] CHO cells, DiI fluorescence | 3 h; 100 = double the neutral-control signal | activation, % at 12.5 µM | actives 0.096% (n = 320,000);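 active = mean replicate activation of at least 60% and every replicate at or above 60%; inconclusive = mean or all-replicate condition met, but not both; inactive = mean below 60% and not all replicates reaching 60%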;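 note: 0% = median plate neutral-control signal and 100% = twice that signal; values of inactives mirror those of a sister screen read the other way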
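System: CHO ldlA[mSR-BI] cells / Medium: HEPES-buffered (25 mM, pH 7.4) F12 plus 0.5% BSA / Probe or stimulus: labelled HDL, 10 µg/mL / Doses: single compound concentration, delivered by pin transfer / Schedule: 3 h, 37 °C / Measured by: DiI fluorescence, bottom read / Measure: cell-associated DiI fluorescence as measure of HDL uptake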
E coli growth: E. coli V3065 growth inhibition, primary screen, counter-screen for AddAB inhibitor project, absorbance, OD600; 18 h; actives 0.27% (n = 330,000); AID 449728, 2010; inhibition, % at 11.9 µM;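 active = inhibition above the campaign's mean inhibition across all tested compounds plus 3 SD, cut at about 9.9% in these data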;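 note: uninfected addAB+ strain grown without phage in ampicillin broth; 0% = DMSO wells and 100% = ciprofloxacin 0.95 µg/ml wells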
CAL PDZ FP-2: untagged CAL PDZ binding inhibitors, primary screen, biochemical, fluorescence polarization, HTS; actives 0.92% (n = 300,000); AID 602252, 2012; purified CAL PDZ, TMR-peptide fluorescence polarization, 1 h; inhibition, % at 24.9 µM;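 active = mean inhibition of at least 30% with at least half of replicates also reaching 30%; inconclusive = no clear call, values can overlap the other calls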;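 note: 0% = DMSO neutral control and 100% = excess unlabeled competitor peptide PRC23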
Wnt act: Wnt/beta-catenin pathway activators, primary screen, cell-based, plate reader, single point. activation, % at 9.35 µM. Wnt/beta-catenin reporter cell assay, activator. AID 743398, 2014. actives 1.2% (n = 300,000); in the data active = activation above about 30%, passing the limit was not always enough; inconclusive = no clear call, values can overlap the other calls;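 note: 0% = neutral control wells and 100% = positive control wells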
phage Ecoli inh: growth loss of phage-infected E. coli, primary screen, RecBCD inhibitor project, absorbance, with phage, HTS; inhibition, % at 11.9 µM; actives 0.26% (n = 360,000); in the data active = inhibition above about 11%
* hit, by the source's call; ? = inconclusive; . = not tested or not shown. Not a hit list; 3.6% or so of the library scored in one or more.

SMILES	AddAB inh	CAL PDZ FP-1	SR-BI DiI inh	Tat transport	MITF TRPM1 HTS	SR-BI uptake up	E coli growth	CAL PDZ FP-2	Wnt act	phage Ecoli inh
O=C(Nc1cccc(S(=O)(=O)NC2=NCCC2)c1)c1ccc(C(F)(F)F)cc1	-1.7	-0.8	.	-8	-14	.	-1.0	2	-5	3.5
Cc1cccc(NC(=S)NNC(=O)CCn2cc(C)cn2)c1	1.9	-1.2	-22	4	10	22	0.7	.	0	1.5
CCOC(=O)C(O)(CC(=O)c1ccc(Cl)cc1)C(=O)OCC	-0.2	-1.6	-6	-3	-1	6	1.1	-4	-2	-1.1
CCc1ncc(C)[nH]1	-0.4	.	.	.	.	.	-0.7	.	2	2.2
Clc1ccc(-c2noc(CSc3nnc(Cc4cccs4)n3-c3ccccc3)n2)cc1	0.8	-1.2	10	18	-12	-10	0.3	.	1	2.4
O=C(C[n+]1cc(-c2ccccc2)n2c1CCC2)N1c2ccccc2Sc2ccccc21	3.1	-0.4	-9	10	-16	9	1.8	5	.	5.4
CN1CCN(c2ccccc2NC(=O)c2ccc(-c3cccc([N+](=O)[O-])c3)o2)CC1	4.2	0.1	43	-4	6	-43	-1.8	-4	.	2.3
CC1Cc2ccccc2N1C(=O)CSc1nc2ccccc2n1CC(=O)N1CCOCC1 (centres undefined)	2.3	-0.9	26	7	3	-26	-0.7	-1	0	0.1
Cc1ccc(S(=O)(=O)CCC(=O)OCc2ccc(Cl)c(Cl)c2)cc1	3.7	-0.5	-19	11	-1	19	-0.5	1	0	2.7
C=CCN(CC(=O)NCc1ccccc1)C(=O)c1csnn1	2.5	-0.6	-16	8	2	16	-1.1	.	.	2.6
O=C(Nc1ccc([N+](=O)[O-])cn1)c1cccnc1	4.3	-0.5	-19	3	.	19	1.2	-4	-3	-2.8
Cc1ccc(SCCc2ccc(C)nc2)cc1	0.3	-1.8	-22	-3	11	22	-3.2	-3	7	0.8
COc1ccccc1/C=C/C(=O)NCC(=O)N/N=C/c1ccc(C)o1	3.3	-0.2	.	-6	1	.	0.1	.	2	1.0
O=C(Nc1ccc(N2CCOCC2)nc1)c1cccs1	1.0	-0.3	4	-4	42	-4	0.1	-6	5	1.5
COc1ccccc1NS(=O)(=O)c1cc(NC(=O)c2cccs2)ccc1N1CCOCC1	-1.0	-0.7	.	-10	10	.	-2.1	-2	9	3.1
COC(=O)c1c(NC(=O)CC2SCC(C(=O)OC)NC2=O)sc2c1CCCC2 (centres undefined)	-0.1	-0.3	11	11	2	-11	-0.8	6	1	2.8
Cc1ccc(NC(=O)COc2ccc(/C(N)=N/O)cc2)cc1C	2.8	-0.3	-2	0	2	2	2.6	.	4	3.4
CC1CCCC(C)N1/N=C/c1ccc(Cl)cc1 (centres undefined)	0.6	-2.8	-1	11	9	1	-1.7	4	-2	0.9
Cc1ccc(-c2cn3c(=O)cc(C)[nH]c3n2)cc1	3.5	-0.3	-20	-1	61	20	1.4	4	45*	2.5
O=C(CCCC(=O)OCC(F)(F)C(F)F)Nc1ccccc1F	0.4	-2.7	9	1	0	-9	-0.8	1	0	1.9
CC(=O)c1ccc(-n2c(C)ccc2-c2ccccc2)cc1	0.0	-3.1	30	-4	20	-30	-1.7	.	.	2.0
O=C(NCCCN1CCOCC1)C(c1ccccc1)c1ccccc1	2.9	-0.4	-21	1	.	21	0.1	-1	3	-0.2
Cc1cnc(NC(=O)CSc2c(Cl)cccc2Cl)s1	1.2	-1.4	29	0	8	-29	-1.9	-5	.	2.0
CCn1cc(C(=O)N2CCOCC2)c(=O)c2cc(S(=O)(=O)N(C)C)ccc21	3.2	-1.2	6	1	5	-6	2.1	.	3	2.9
C=CCNc1oc(COc2ccc(C)cc2)nc1C#N	0.6	-1.4	-23	3	7	23	-0.7	.	1	3.0
SMILES	AddAB inh	CAL PDZ FP-1	SR-BI DiI inh	Tat transport	MITF TRPM1 HTS	SR-BI uptake up	E coli growth	CAL PDZ FP-2	Wnt act	phage Ecoli inh
O=c1[nH]c(Cc2ccc(Cl)cc2)nc2ccccc12	-1.4	-0.5	-13	-4	-2	13	1.3	-6	0	1.6
CCCCn1c(CN2CCOCC2)nc2c1c(=O)n(C)c(=O)n2C	-3.2	0.2	0	2	.	0	0.3	1	3	2.0
COc1ccc(CNC(=O)C2(CC3CC(c4ccccc4)=NO3)CCN(C(=O)c3cccc(O)c3)CC2)cc1 (centres undefined)	4.1	0.0	12	-9	0	-12	0.2	-2	-6	3.0
COC(=O)C1=C(O)/C(=C\c2ccc(O)c(OC)c2)N=C1C	2.3	-0.1	-4	3	6	4	-1.2	2	.	3.1
C/C(=N\NC(=O)c1ccn[nH]1)c1cn(C)nc1C	2.3	-3.5	-8	8	15	8	0.4	-1	1	3.4
COc1ccc(Cl)cc1NC(=O)CN(c1ccccc1)S(=O)(=O)N(C)C	2.0	-1.3	24	4	4	-24	0.2	-1	.	2.5
COc1ccc(N(CC(=O)Nc2cc(OC)c(OC)cc2C(=O)O)S(=O)(=O)c2c(C)noc2C)cc1	2.2	-3.1	-3	-5	11	3	-0.4	-2	-3	-2.4
CCOC(=O)C1=C(COC(=O)COc2ccc(C#N)cc2)NC(=O)NC1C (centres undefined)	2.0	-0.9	-25	-11	-2	25	2.5	0	1	0.9
N#CC1(NC(=O)CSc2nnc3n2CCCCC3)CCCCC1	2.4	-1.4	-10	-10	-1	10	4.2	0	2	0.9
COc1ccccc1NC(=O)CS(=O)(=O)c1cn(CC(=O)N2CCOCC2)c2ccccc12	0.8	0.0	3	-9	4	-3	1.4	-3	0	1.7
O=C(CCc1ccccn1)N1CCCC(CNS(=O)(=O)c2cccs2)C1 (centres undefined)	0.4	0.4	-19	1	-12	19	1.9	25	0	2.5
NS(=O)(=O)c1ccc(CCNC(=O)Nc2ccc(Cl)cc2)cc1	-1.1	-0.1	-10	0	-5	10	-1.1	-6	-3	2.1
CCOC(=O)c1ccc(N2C(=O)C(O)=C(C(C)=O)C2c2ccc(O)c(OC)c2)cc1 (centres undefined)	2.4	-1.3	-54	-4	8	54	-0.4	1	.	1.6
COC(=O)c1c(NC(=O)CN(c2ccccc2)S(C)(=O)=O)sc2c1CCCC2	1.6	0.2	20	9	-12	-20	-0.5	2	.	3.9
NC(=O)C1CCCN(C(=O)c2cccc(S(=O)(=O)N(Cc3ccccc3)c3ccccc3)c2)C1 (centres undefined)	0.5	-2.9	-19	-3	4	19	-0.3	-2	-5	-0.1
Cc1ccc(C)c(-n2c(CNC(=O)c3ccco3)nnc2SCC(=O)N2CCc3ccccc32)c1	-5.3	-0.8	5	-3	8	-5	0.1	-1	.	1.2
CCOc1ccc(C(=O)NC(=S)N2CCN(c3ccc(C(F)(F)F)cc3[N+](=O)[O-])CC2)cc1	1.9	-0.6	15	-6	-11	-15	1.4	-2	.	5.1
C/C(=N\O)C1(C)N(O)C(C)(C)C(c2ccc(F)cc2)=[N+]1[O-] (centres undefined)	0.6	1.7	-9	-3	-9	9	4.7	-4	.	2.5
CSc1ncc(CN2CCN(CC=C(C)C)C(CCO)C2)cn1 (centres undefined)	3.1	-1.3	-19	-1	2	19	1.8	-9	-5	2.6
O=C(NN/C(=N/S(=O)(=O)c1ccc(Cl)cc1)c1ccccc1)c1ccc(O)cc1	3.6	-1.0	-18	-2	34	18	2.0	-3	.	3.5
CCc1cccc2c(C(=O)CN3C(=O)NC4(CCc5ccccc54)C3=O)c[nH]c12 (centres undefined)	-0.7	-2.6	18	-1	28	-18	0.3	-2	-7	3.4
COc1ccc(Cl)cc1NC(=O)C12CCC(C)(C(=O)O1)C2(C)C (centres undefined)	-1.4	0.0	45	7	4	-45	0.7	.	.	0.2
COc1ccc(Cc2nc3ccc(C(=O)NCc4cc(C)no4)cc3o2)cc1OC	0.1	-2.2	-6	-4	1	6	-0.8	-3	2	1.6
COC(=O)[C@]1(C)N[C@H](CN(C)S(=O)(=O)c2ccc(C(C)(C)C)cc2)[C@@H]2C(=O)N(C)C(=O)[C@@H]21	2.4	1.4	-9	-5	2	9	-1.2	-3	-2	-2.0
CC(=O)Nc1ccc(S(=O)(=O)NC(CSc2ccc(C(=O)O)cc2[N+](=O)[O-])C(=O)O)cc1 (centres undefined)	0.6	0.5	-12	-8	2	12	3.2	18	1	0.4

An excerpt from above, reduced to CAL PDZ FP-1, phage Ecoli inh and SR-BI uptake up:
structure,CAL PDZ FP-1,phage Ecoli inh,SR-BI uptake up
Cc1ccc(SCCc2ccc(C)nc2)cc1,-1.8,0.8,22
COc1ccccc1/C=C/C(=O)NCC(=O)N/N=C/c1ccc(C)o1,-0.2,1.0,.

(next part)
SMILES	AddAB inh	CAL PDZ FP-1	SR-BI DiI inh	Tat transport	MITF TRPM1 HTS	SR-BI uptake up	E coli growth	CAL PDZ FP-2	Wnt act	phage Ecoli inh
CN(CC(=O)OCC(=O)NCC(F)(F)F)S(=O)(=O)c1ccc(Cl)cc1	-0.2	-0.4	-9	-5	4	9	-2.0	-7	-1	1.7
COc1cccc(NC(=O)CN(C)S(=O)(=O)c2ccc3c(c2)n(C)c(=O)c(=O)n3C)c1	4.5	-0.6	-8	-5	0	8	0.3	-1	-1	1.5
O=C(CSc1cn(CC(=O)N2CCCCCC2)c2ccccc12)NCC1CCCO1 (centres undefined)	-1.2	-0.7	-11	-9	-7	11	0.7	-11	-1	0.6
COC(=O)c1c(-c2ccc(S(C)(=O)=O)cc2)sc2cc(OC)ccc12	2.2	-3.1	56	-2	58	-56	-2.0	-2	?	-1.0
Cc1cccc(NC(=O)c2sc(NC(=O)c3ccco3)c(C#N)c2C)c1C	1.6	-0.2	13	11	11	-13	3.0	-2	.	0.9
CC[C@]12c3[nH]c4ccccc4c3CCN1C(=O)C(CC(=O)NCCCn1ccnc1)C[C@@H]2C(=O)N1CCN(C(=O)c2ccco2)CC1 (some centres undefined)	2.0	1.3	-10	-6	6	10	-1.8	-3	0	1.8
CCn1c(=NC(=O)c2ccc(N3C(=O)CCC3=O)cc2)sc2c(OC)ccc(OC)c21	-0.5	0.4	?	-5	20	-70	0.3	1	11	2.1
N#CCC(CNc1ncc(C(F)(F)F)cc1Cl)OC(=O)c1ccc(Cl)cc1 (centres undefined)	2.0	-0.2	-9	14	3	9	-1.9	-7	.	-0.5
